WRN helicase inh: qHTS for Inhibitors of WRN Helicase. hit rate 0.46% among 360,000. WRN helicase unwinding, fluorescent forked duplex, kinetic. Bifunctional 3'-5' exonuclease/ATP-dependent helicase WRN (Homo sapiens), Q14191. Potency, µM (series often up to 114 µM), for the others: top-dose activity change, negative = inhibition, most hits filed as inhibitors. AID 651768, 2012; further: potency means the concentration at half of the fitted maximal effect; on the % scale 0 is the no-effect control and ±100 the full control effect; nearly all actives have a fitted effect of over 55% in size
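Primary qHTS, 1536-well format. 20 nM WRN + compound, 15 min RT; start with 100 nM forked fluorophore/quencher duplex, 2 mM ATP (final); kinetic read ex 525/em 598 nm.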
SW480 rerep: A quantitative high throughput screen for small molecules that induce DNA re-replication in SW480 colon adenocarcinoma cells; SW480 DNA re-replication, Hoechst DNA content imaging, 48 h; Potency, µM (highest dose often 46.1 µM), without a hit: at the top dose re-replication activation, actives largely listed as activators; hit rate 1.8% among 340,000; AID 624297, 2012; further: potency means the concentration at half of the fitted maximal effect; % of control where 0% means no effect; nearly all actives have a fitted effect of over 55% in size
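Compounds, transferred as 23 nL by pin tool, were incubated with cells for 48 hr; DNA content per nucleus was then quantified by Hoechst staining and fluorescence plate imaging.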
KB-V1 MDR tox: qHTS assay for MDR1-selective chemotherapeutics: Primary screen using the drug-selected MDR subline cells KB-V1 | KB-V1 MDR cells viability, CellTiter-Glo, 72 h | Potency, µM (highest dose often 46.1 µM), inactives show at the highest dose activity change, negative = cytotoxicity, most hits filed as cytotoxic | hit rate 3.4% among 400,000 | AID 1347076, 2019; further: potency means the concentration at half of the fitted maximal effect; on the % scale 0 is the no-effect control and ±100 the full control effect; nearly all actives have a fitted effect of over 60% in size
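KB-V1 cells (P-gp-expressing MDR subline of KB-3-1) in phenol-red-free DMEM with 10% FBS were exposed to library compounds over a concentration series for 72 h at 37 degrees C. Viability read by CellTiter-Glo luminescence; concentration-effect curves fitted after normalization.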
HT1080 IDH1KD tx: qHTS for induction of synthetic lethality in tumor cells producing 2HG: qHTS for the HT-1080-IDH1KD cell line; HT-1080 IDH1 knockdown viability, ATP luminescence, 48 h; hit rate 2% among 360,000; AID 686971, 2013; Potency, µM (titrated, usually from 46.1 µM), for the others: at the top dose activity, negative = toxicity, most hits filed as cytotoxic;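 further: potency means the concentration at half of the fitted maximal effect; 0% = DMSO wells and -100% = cell-free medium wells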
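After a 2 h attachment period, IDH1KD HT-1080 cells took pin-transferred compound for 48 h at 37 °C; ATP-based luminescence after 10 min room-temperature reagent incubation reported viability.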
MCF10A rerep: A quantitative high throughput screen for small molecules that induce DNA re-replication in MCF 10a normal breast cells | MCF 10A DNA re-replication, Hoechst nuclear intensity, 48 h | Potency, µM (highest dose often 46.1 µM), inactives show at the top dose activity, positive = re-replication, usual class: activators | hit rate 2.9% among 350,000 | AID 624296, 2012; further: potency means the concentration at half of the fitted maximal effect; % of control where 0% means no effect; nearly all actives have a fitted effect of over 50% in size
IL1B secr inh: qHTS for Inhibitors of Inflammasome Signaling: IL-1-beta AlphaLISA Primary Screen | THP-1 LPS/ATP IL-1B secretion, AlphaLISA, 16 h; hits give low values | hit rate 4.7% among 360,000 | AID 743279, 2014 | activity change, % at 57.5 µM; in the data active means activity change below about -50%; inconclusive means mostly about -30% to -49%; further: on the % scale 0 is the no-effect control and ±100 the full control effect
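Secreted IL-1B measured by AlphaLISA bead assay after 16 h compound exposure of THP-1 cells; compounds (final up to 57.5 uM) added 1 h before LPS (250 ng/mL) and ATP (1.25 mM) stimulation; lower signal means less secretion.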
HT1080NT lethal: qHTS for induction of synthetic lethality in tumor cells producing 2HG: qHTS for the HT-1080-NT fibrosarcoma cell line; Potency, µM (series often up to 46.1 µM), inactives show at the top dose activity, negative = less viability, actives largely listed as cytotoxic; hit rate 1.6% among 360,000; HT-1080-NT fibrosarcoma viability, CellTiter-Glo ATP luminescence, 48 h; AID 686970, 2013;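 further: NT is the 2HG producing partner of a matched IDH1 knockdown line; potency means the concentration at half of the fitted maximal effect; 0% = DMSO-treated cells and -100% = media-only wells without cells; nearly all actives have a fitted effect of over 55% in size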
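Compounds were tested in concentration-response format on HT-1080-NT cells for 48 hours at 37 degrees C. Cell viability came from CellTiter-Glo luminescence; curves were classified by r2, response magnitude and activity.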
ATXN2 expr inh: Primary qHTS for Inhibitors of ATXN expression | hit rate 0.72% among 360,000 | HEK-293 ATXN2-luciferase reporter, luminescence, 24 h | Potency, µM (series often up to 57 µM), for inactives: at the top dose activity change, negative = inhibition, most hits filed as inhibitors; further: potency means the concentration at half of the fitted maximal effect; on the % scale 0 is the no-effect control and ±100 the full control effect; nearly all actives have a fitted effect of over 55% in size
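ATXN2-luciferase reporter cells (luciferase flanked by upstream and downstream ATXN2 gene portions) were treated 24 h at 37 °C with compounds at up to 57 uM. SteadyGlo luminescence gave expression; GF-AFC fluorescence gave viability.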
KB-3-1 cytotox: qHTS assay for MDR1-selective chemotherapeutics: Primary screen using the parental adenocarcinoma cell KB-3-1. hit rate 1.4% among 400,000. KB-3-1 viability, CellTiter-Glo ATP luminescence, 72 h. Potency, µM (series often up to 46.1 µM), without a hit: top-dose activity change, negative = cytotoxic, actives largely listed as cytotoxic; further: potency means the concentration at half of the fitted maximal effect; on the % scale 0 is the no-effect control and ±100 the full control effect; nearly all actives have a fitted effect of over 60% in size
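Cytotoxicity in the drug-sensitive parental line KB-3-1 was scored as loss of CellTiter-Glo luminescence following 72 h incubation with compound. Values come from curve fitting of normalized concentration-response data.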
Numbers without * were called inactive; i = inactive; ? = inconclusive; / = not tested or not shown; & = joins results of further samples; [ ] = dose if it differs, or a comment. Unless noted, the call rests on the fitted dose curve; in most records, active means well fitted curve in the direction sought with a large enough effect; inconclusive means small, poorly fitted or top-dose-only effect, or another doubt; inactive means no such curve, though single readings can be large; an effect the other way counts as inactive or inconclusive.

Every second line gives: WRN helicase inh, SW480 rerep, KB-V1 MDR tox, HT1080 IDH1KD tx, MCF10A rerep, IL1B secr inh, HT1080NT lethal, ATXN2 expr inh, KB-3-1 cytotox
> CCOC(=O)N1CCN(C(=O)c2ccc(S(=O)(=O)Nc3cccc(C(F)(F)F)c3)cc2)CC1
    2%, -306%[inhibitor], 0%, -1%, 32%, 0, -19%, -12%, -12%
> COc1ccccc1C1C2=C(COC2=O)Nc2cc3c(cc21)OCO3 (stereo unspecified)
    0%, -28%, 12%, 2%, -5%, 6, 1%, /, -1%
> COCCNc1oc(-c2cccs2)nc1S(=O)(=O)c1ccc(C)cc1
    1%, 1%, ?, 14%, -1%, -30, 2%, -13%, 0%
> O=C(Nc1ccc(F)cc1)C(=O)c1c(O)[nH]c2ccc([N+](=O)[O-])cc12
    2%, 0%, 15%, 8%, 3%, 0, 0%, 13%, 17%
> CCOC(=O)C1(C)CCCN(C(=O)c2ccccc2OC(F)(F)F)C1 (stereo unspecified)
    -11%, /, -1%, 14%, /, 3, 29%, 9%, 0%
> CNC(=S)N(CCO)Cc1cc2cc3c(cc2[nH]c1=O)OCCO3
    14%, 20%, -15%, 0%, 1%, -5, -4%, /, ?
> CSc1ccn(CCC(=O)O)c(=O)n1
    5%[57.1 µM], -4%, 5%, 7%, 0%, 30, 11%, 0%, 2%
> O=C(c1cc2ccccc2o1)N1CCN(S(=O)(=O)c2ccc(F)c(F)c2F)CC1
    -5%, -21%, -7%, 6%, ?, -4, 9%, 16%, 0%
> Cc1ccc(C)c(NS(=O)(=O)c2ccc3c(c2)NC(=O)CO3)c1
    -6%, -5%, -14%, 2%, 8%, 8, -8%, 7%, -2%
> O=C(CSc1ncn[nH]1)N1CCN(c2nnc(-c3ccccc3)c3ccccc23)CC1
    47%[activator], -9%, 17%, -7%, 4%, -1, 0%, /, -1%
> O=C(NCCCN1CCOCC1)c1cnn2c(-c3ccccc3)cc(-c3ccccc3)nc12
    3%, 22%, ?, 7%, ?, -14, 4%, -15%, ?
> O=C(NNc1nc2ccccc2s1)Nc1ccccc1
    -1%, -1%, -19%, 9%, 12%, 23, 13%, 38%[activator], 0%
> CC1(C)CCC(=O)c2ccccc21
    -19%, 6%, 15%, -6%, 2%, 5, 1%, 3%, 6%
> COc1cccc(CN2CCC2(C)C(=O)Nc2ccc(C)c(O)c2)c1F (stereo unspecified)
    -7%, /, ?, ?, /, -52*, ?, -21%, -11%
> CC(C)CCN1C(=O)CSCC1(C)C(=O)NC(C)C (stereo unspecified)
    13%, /, -4%, 16%, /, 38, 11%, /, 1%
> Cc1cc(C(=O)NC(=S)Nc2ccccc2N2CCCC2)ccc1[N+](=O)[O-]
    3%, ?, -28%, 21%, 9%, 20, -2%, 0%, 3%
> NC(=O)c1cc(-c2ccccc2)nc(Oc2ccccc2)n1
    -8%, 2%, -4%, -4%, 7%, 4, -1%, 4%, -8%
> COc1ccc(CN2CCC[C@]3(N[C@H](c4ccc(OC)cc4)[C@@H]4C(=O)N(Cc5ccccc5)C(=O)[C@@H]43)C2=O)cc1
    -1%, /, -3%, 1%, /, -7, -7%, 4%, -7%
> CC1(C)CC(=O)/C(=C(\O)Cc2ccccc2)C(=NCCCCCC(=O)O)C1
    2%, -10%, -3%, -8%, 2%, -1, -4%, -14%, -6%
> O=C(CSCc1ccc([N+](=O)[O-])cc1)Nc1ccccc1C(=O)O
    -4%, -8%, 3%, -2%, 17%, 0, -1%, 11%, -11%
> O=C(c1ccccc1F)N1CCN(c2ccc([N+](=O)[O-])cc2-n2cccc2)CC1
    -8%, 0%, -5%, -19%, 17%, ?, -22%, -18%, -18%
> Cc1ccc(NC(=O)COC(=O)c2sccc2C)cc1S(=O)(=O)N1CCOCC1
    -5%, 0%, -7%, 11%, 4%, -28, 16%, -13%, ?
> COc1ccc(NC(=O)COC(=O)c2cc(SC)ccc2Cl)c(OC)c1
    -4%, -4%, 28%, ?, 0%, 13, ?, -5%, 7%
> O=C(O)c1ccc(/C=N/n2cc(-c3ccccc3)[nH]c2=S)cc1
    -10%, -20%, 9%, -5%, 0%, 6, 9%, /, 0%
> Cc1ccc(S(=O)(=O)NCc2ccc(C(=O)N3CCN(c4ccc([N+](=O)[O-])cc4)CC3)cc2)cc1
    3%, -5%, ?, -5%, 5%, -11, -14%, /, ?
> Cc1cc(C)nc(NS(=O)(=O)c2ccc(N/C=C/C(=O)c3ccc(Cl)cc3)cc2)n1
    -11%, ?, -7%, 4%, -2%, 5, 1%, -3%, 2%
> CCCCC(=O)Nc1ccc(C(=O)NNC(=S)NC(=O)c2ccccc2[N+](=O)[O-])cc1
    -2%, -14%, 5%, 1%, 1%, -7, -5%, -24%, 2%
> Cc1cc(C)cc(NC(=O)C(=O)NCCCN2CCOCC2)c1
    -26%, ?, 5%&13%, -4%, -4%, -5, 12%, -27%[11.3 µM], -1%&1%
> COc1cc(/C=C/[N+](=O)[O-])ccc1OC(=O)/C=C/c1ccc(F)cc1
    -3%, -6%, -24%, 0%, -3%, ?, 13%, -26%, ?
> CC1(c2ccc3ccccc3c2)NC(=O)N(CC(=O)N2CCCC(C(F)(F)F)C2)C1=O (stereo unspecified)
    0%, 0%, -4%, -16%, 28%, 2, -11%, -14%, -10%
> Cn1c(=O)c2c(nc(CN3CCN(c4ccccc4)CC3)n2CCN2CCOCC2)n(C)c1=O
    -4%, -5%, ?, 9%, 0%, 8, -20%, -18%, 25%
> S=C(NCC1CCCO1)NC1CCCCC1 (stereo unspecified)
    -1%, -22%, -27%, 1%, -30%[inhibitor], 0, 11%, -19%, 9%
> Cc1cccc(-c2c(O)cc(=O)[nH]c2Cl)c1
    -11%, -13%, 1%, 1%, 1%, 12, 2%, -5%, 15%
> Cc1ccc(N(CC(=O)NCc2ccc(Cl)cc2)S(C)(=O)=O)cc1
    0%, -5%, -13%, 3%, -6%, 12, 8%, 11%, 4%
> CCCc1nnc(NC(=O)CCC(=O)N2CCN(CCn3c(C)ccc3C)CC2)s1
    -3%, 3%, 15%, 10%, -7%, -9, 0%, 4%, 0%
> Cc1ccc(C)c(S(=O)(=O)N2CCCOC2CNC(=O)C(=O)NC2CCCC2)c1 (stereo unspecified)
    6%, -19%, ?, 10%, -7%, i, 7%, 9%, 0%
> COc1cc(OC)c(NC(=O)c2ccoc2C)cc1Cl
    -4%, 1%, ?, ?, ?, 24, 1%, -1%, 14%
> C#CCN(C[C@@H]1[C@@H](OC(=O)NC2CC2)[C@@H](OC(=O)NC2CC2)CN(C(=O)OC(C)C)N1C(=O)OC(C)C)S(=O)(=O)c1ccc(C)cc1
    -3%, /, 7%, -4%, /, 0, -1%, -8%, 0%
> O=C(NC(=S)NCc1ccco1)c1ccccc1
    0%[57.1 µM], -19%, -2%, 2%, -14%, -19, 3%, -15%[11.3 µM], 0%
> O=C(NCC1CCCO1)c1cc2cc(F)ccc2[nH]1 (stereo unspecified)
    2%, -15%, -1%, 6%, 8%, 28, 0%, 23%, -9%
> CCOC(=O)C1Cc2c([nH]c3ccccc23)CN1 (stereo unspecified)
    5%, 2%, -2%, 18%, -6%, -1, 16%, 2%, 7%
> Cc1cc(C)cc(NC(=O)C2CCN(C(=O)c3cccs3)CC2)c1
    10%, -9%, 2%, 3%, -22%, 0, 7%, -3%, 4%
> CCc1nc(SCC(=O)N2CCc3cc(OC)c(OC)cc3C2)c(C#N)cc1C
    4%, 2%, ?, 2%, -8%, -1, 1%, 1%, 2%
> O=C(COC(=O)c1cc(S(=O)(=O)N2CCOCC2)cs1)c1ccccc1
    -6%, -8%, -2%, -1%, 12%, 14, -11%, 7%, -1%
> COc1ccccc1OCc1ccc(C(=O)Nc2ccc(Cl)cn2)o1
    1%, -33%[inhibitor], ?, -14%, ?, 0, -3%, 3%, 21%
> COc1cc(NS(=O)(=O)c2ccc3ccccc3c2)c2ncccc2c1
    -1%, ?, ?, ?, 5.2µM*, 21, ?, -25%, 6.5µM*
> Cc1cc(C)nc(SCc2ccc(C(=O)O)o2)n1
    0%, -3%, 14%, 13%, -1%, 10, 5%, 5%, -4%
> CCCCn1c(SCC(=O)c2ccc(O)c(O)c2)nc2ccsc2c1=O
    ?, /, ?, ?, -1%, 1, -27%, -8%, ?
> COc1ccc(Cc2nc3ccccc3c(=O)n2N)cc1OC
    1%, -1%, 12%, -2%, 2%, 30, -2%, -2%, -15%
> CCOC(=O)c1cnc2ccc(C(=O)OC)cc2c1Nc1ccc2c(c1)OCCO2
    -13%, -2%, ?, 23%, 7%, 31, 16%, -12%, -1%
> CC(C)c1ccc(NC(=O)CN2CCN(c3ccccn3)CC2)cc1
    1%, -2%, -5%, 3%, 15%, -8, 9%, 6%, -1%
> CC(C)CN(C(=O)CSc1nc(N)cc(N)n1)C1CCS(=O)(=O)C1 (stereo unspecified)
    7%, 0%, 6%, 5%, 1%, 15, 0%, 3%, 19%
> Cc1cc(C)nc(N/N=C/c2ccc(N3CCOCC3)cc2)n1
    -2%, ?, -4%, 2%, -3%, -18, 9%, -15%, 13%
> O=C(O)CCSc1nnc(-c2ccc3c(c2)OCO3)o1
    4%, -2%, 0%, -7%, -1%, -4, -5%, ?, 0%
> O=C(c1ccc(S(=O)(=O)N2CCCCCC2)cc1)N1CCN(c2ccccn2)CC1
    -7%, -6%, ?, 4%, 16%, -19, 4%, -4%, -9%
